# Screens from PubChem.
# BLM inh = inhibitors of human Bloom syndrome helicase BLM. AID 2528. recombinant BLM DNA unwinding, fluorescence dequenching. P54132. 0.2% of 350,000 active. Potency, µM (doses to about 56.1 µM), for inactives: at the highest dose activity change, negative = inhibition, usual class: inhibitors;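 note: potency is the fitted concentration of half-maximal effect; plate controls were vehicle for no effect and no enzyme for full effect; nearly all actives have a fitted effect of over 35% in size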
# TRHR agonist = TRH receptor (human) agonism; P34981; TRHR cells, calcium flux fluo-8, FDSS agonist mode; activation, % at 2 µM; 0.18% of 360,000 active; AID 493084; in the data active = activation above about 30%; note: 0% is about no effect
#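 Read-out: compound-evoked intracellular calcium rise in TRHR cells, fluo-8 dye, kinetic FDSS fluorescence at 1 s/cycle following a 10-cycle baseline. Cells cultured overnight before dye loading (30 min–1.5 h, RT).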
# Pol beta inh = DNA polymerase beta (human) inhibition; P06746; Pol beta primer extension/strand displacement, fluorescence kinetic; Potency, µM (titrated, usually from 114 µM), for the others: at the top dose activity change, negative = inhibition, most hits filed as inhibitors; 1.3% of 340,000 active; note: potency is the fitted concentration of half-maximal effect; % is set by controls: 0 for no effect and ±100 for the full control effect
#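 Curves were derived by four-parameter Hill fits of normalized qHTS data. The kinetic fluorescent primer-extension read was taken at 0 and 10 min after 50 nM substrate, following a 15 min room-temperature preincubation of 10 nM enzyme with compounds.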
# ALOX12 inh = blocks human arachidonate 12S-lipoxygenase | 1.1% of 580,000 active | P18054 | Potency, µM (highest dose often 108 µM), without a hit: at the top dose activity change, negative = inhibition, actives largely listed as inhibitors | AID 1671190 | purified 12hLO, xylenol orange hydroperoxide absorbance; note: potency is the fitted concentration of half-maximal effect; % is set by controls: 0 for no effect and ±100 for the full control effect
#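 Hydroperoxide product was detected by ferrous iron/xylenol orange as the 573 to 405 nm absorbance ratio. Arachidonic acid at 40 uM (final) was turned over for 30 min at room temperature by 150 nM human 12hLO, pH 7.0 Hepes buffer, after 15 min compound preincubation.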
# ERG Ets-DNA blk = inhibitors of human ERG Ets domain-DNA interaction. fluorescence polarization, His-ERG Ets domain / labelled DNA. Potency, µM (top dose mostly 76.9 µM), without a hit: at the highest dose FP activity, negative = inhibition, hits mostly inhibitors. 0.028% of 370,000 active; active = well fitted inhibition curve with a large enough effect in the polarisation, with a control signal flat; inconclusive = small, poorly fitted or top-dose-only effect, or effect the other way, or a change in a side signal; inactive = no such curve, though single readings can be large or run the other way; the % refers to the polarisation;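 note: polarization taken with two DNA probes labelled with fluorescein and Texas red; potency is the fitted concentration of half-maximal effect; % of control where 0% means no effect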
#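 His-tagged ERG Ets domain (1 uM in the protein solution; 300mM KCl, 50mM Tris-HCl, 1mM EDTA, 1mM DTT, pH 7.5) received compound, then a probe mix of 5 nM fluorescein-DNA and 100nM Texas-615-DNA. Fluorescence polarization was read for both dyes.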
# POLI inh = inhibitors of human DNA polymerase iota | Potency, µM (series often up to 115 µM), for inactives: at the top dose activity, negative = inhibition, usual class: inhibitors | Q9UNA4 | 1% of 390,000 active | AID 588590 | Pol iota fluorescent replication assay, 10 min; note: potency is the fitted concentration of half-maximal effect
#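 Pol iota at 10 nM preincubated 15 min with compounds at room temperature; reaction started with fluorescent substrate, 50 nM final. Fluorescence read kinetically at 0 and 10 min; buffer-only wells as negative control.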
# POLK inh = blocks human DNA polymerase kappa activity; 0.53% of 400,000 active; Potency, µM (titrated, usually from 107 µM), inactives show at the highest dose activity, negative = inhibition, hits mostly inhibitors; purified Pol kappa, fluorescent DNA synthesis assay, 10 min; Q9UBT6; note: potency is the fitted concentration of half-maximal effect; % is set by controls: 0 for no effect and ±100 for the full control effect
#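 10 nM Pol kappa was preincubated with compounds for 15 min at room temperature. Reaction started with 50 nM (final) substrate. Fluorescence read kinetically at 0 and 10 min.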
# Anesthetic bind = candidate novel general anesthetic via apoferritin binding; P02791; Potency, µM (highest dose often 77.5 µM), for inactives: at the highest dose activity change, negative = displacement, actives largely listed as inhibitors; AID 485281; 0.074% of 350,000 active; apoferritin/1-aminoanthracene competitive binding, fluorescence; note: potency is the fitted concentration of half-maximal effect; % is set by controls: 0 for no effect and ±100 for the full control effect; nearly all actives have a fitted effect of over 20% in size
#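 Concentration-response curves derived by four-parameter Hill fitting of normalized fluorescence, where compounds displaced 1-AMA from 10 uM horse apoferritin following a brief 10 min room-temperature incubation; propofol titration acted as positive control.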
# APEX1 inh = blocks human APE1 abasic DNA cleavage | P27695 | recombinant APE1, TAMRA/BHQ-2 abasic DNA cleavage fluorescence | Potency, µM (doses to about 65.8 µM), for inactives: at the top dose activity change, negative = inhibition, most hits filed as inhibitors | 0.35% of 350,000 active | AID 2517;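 note: potency is the fitted concentration of half-maximal effect; plate controls were vehicle for no effect and reference inhibitor for full effect; nearly all actives have a fitted effect of over 55% in size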
#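 Endonuclease cleavage of a quenched abasic-site DNA duplex (50 nM) by APE1 (0.75 nM) was tracked by TAMRA dequenching. Compounds were preincubated with enzyme 15 min at room temperature; data normalized to buffer-only and DMSO wells plus NSC13755 control.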
# The depositor's hits bear a star; ? = inconclusive; nt = no result given; & = joins results of further samples; [ ] = dose if it differs, or a comment. Unless noted, calls come from the whole dose curve; as a rule, active = well fitted curve in the direction sought with a large enough effect; inconclusive = small, poorly fitted or top-dose-only effect, or another doubt; inactive = no such curve, though single readings can be large; an effect the other way counts as inactive or inconclusive. This is a subset (hit frequency here may not be typical).
[1] O=C(CN(C(=O)CNS(=O)(=O)c1ccc(F)cc1)c1ccccc1F)NCc1ccco1
[2] CCC(C)NC(=O)c1cn(CC)c2ccc(S(=O)(=O)N3CCCCCC3)cc2c1=O (stereo not drawn)
[3] Cc1ccc(OCc2cc(C(=O)N3CC4C[C@@H]5CC3C[C@H](C4)C5)no2)cc1C
[4] Cc1cc(C)c(N2CCN(S(=O)(=O)N3CCCCCC3)CC2)c(C)c1
[5] CC1=CCC2C(=O)N(c3ccc4ccccc4n3)C(=O)C2C1 (stereo not drawn)
[6] COc1ccc(NC2CCCN(C(=O)c3csc(C(C)C)n3)C2)cc1OC (stereo not drawn)
[7] CC(=O)c1ccc(-c2cccc(-c3nc4ccccn4c3NC3CCCCC3)c2)cc1
[8] OCC1OC(n2cnc3c(NC4CCCC4)ncnc32)C(O)C1O (stereo not drawn)
assay / entry	1	2	3	4	5	6	7	8
POLI inh	86%[activator]	33%[activator]	17%	3%	6%	16%	3%	0%
APEX1 inh	-6%	-13%	-12%	0%	-3%	18%	-7%	nt
BLM inh	-2%	-6%	-12%	-5%	-3%	-7%	nt	nt
TRHR agonist	0.1	0.1	0.0	0.9	-0.5	0.4	-0.3	nt
Anesthetic bind	-6%	-5%	-15%	-15%	-20%	-5%	nt	nt
Pol beta inh	58%	0%	13%	?	-7%	19%	nt	nt
ERG Ets-DNA blk	-14%	2%	-11%	-12%	-9%	-10%	5%	-8%
ALOX12 inh	30%	-9%	6%	95%[activator]	0%	-20%	?	6%
POLK inh	-6%	-11%	-3%	-15%	-4%	-1%	-3%	0%

[9] O=C1c2ccccc2C(=O)N1Cc1cc(-c2ccccc2)no1
[10] CC(=O)c1ccc(-c2cccc([C@H]3[C@@H]4C=CC[C@@H](C)[C@@H]4C(=O)N3Cc3ccccc3)c2)cc1
[11] Oc1cc2c(cc1CN1CCN(c3cccc(C(F)(F)F)c3)CC1)CCC2
[12] COc1cccc(CNC(=O)CCS(=O)(=O)c2cc3c4c(c2)CCN4C(=O)CC3)c1
[13] Clc1ccc(OCCn2ccnc2)c(Br)c1
[14] CC(C)Cc1ccc(C(C)C(=O)Nc2ccccc2O)cc1 (stereo not drawn)
[15] Cc1ccc(S(=O)(=O)N2CCC(C(=O)N3CCC(C(=O)NCc4cccnc4)CC3)CC2)cc1
[16] COCCC(=O)N1CCC(n2nccc2NC(=O)c2ccccc2C)CC1
assay / entry	9	10	11	12	13	14	15	16
POLI inh	-3%	21%	12%	10%	27%	5%	-2%	29%
APEX1 inh	-13%	-11%&-5%	-5%	nt	4%	-5%	21%	-11%
BLM inh	2%	-11%[75.6 µM]	-8%	0%	2%	-8%	-1%	-8%
TRHR agonist	0.0	nt	-0.4	0.2	-0.1	9.5	0.6	0.3
Anesthetic bind	-3%	?	-12%	3%	-17%	-23%	1%	-5%
Pol beta inh	-14%	nt	19%	-1%	-1%	-7%	9%	0%
ERG Ets-DNA blk	nt	4%	3%	-5%	-10%	13%	nt	2%
ALOX12 inh	3%	?	0%	-19%	3.2µM*	?	?	-6%
POLK inh	-13%	-5%	-10%	4%	-2%	-14%	-15%	-11%

# Brought forward from above: 2 compounds, followed by the next part.
[15] Cc1ccc(S(=O)(=O)N2CCC(C(=O)N3CCC(C(=O)NCc4cccnc4)CC3)CC2)cc1
[16] COCCC(=O)N1CCC(n2nccc2NC(=O)c2ccccc2C)CC1
[17] Cc1ccc(S(=O)(=O)N2CCN(C(=O)C3CCCO3)CC2)cc1 (stereo not drawn)
[18] CCCCN(S(=O)(=O)c1ccccc1)S(=O)(=O)c1ccccc1
[19] S=c1[nH]nc(-c2ccncc2)n1/N=C/c1cccc2ccccc12
[20] CCOC(=O)C(C(=O)OCC)N(Cc1cc(OC)ccc1OC)C(=O)C1CC(CO[Si](C)(C)C(C)(C)C)=CN1C(=O)OC(C)(C)C (stereo not drawn)
[21] Cc1ccc(C(=O)CCS(=O)(=O)c2ccc(Cl)cc2)cc1
[22] CCOC(=O)Cn1nc(C)c(NC(=O)COc2ccc(C)c(C)c2)c1C
[23] COc1ccc(N2CC(C(=O)OCC(=O)Nc3cccc(C)c3)CC2=O)cc1 (stereo not drawn)
[24] COc1ccc(C(=O)NN=C(Cc2ccccc2)Cc2ccccc2)cc1OC
assay / entry	15	16	17	18	19	20	21	22	23	24
POLI inh	-2%	29%	10%	15%	nt	-5%	6%	34%&-8%[activator]	82%[activator]	-1%
APEX1 inh	21%	-11%	1%	?	2%	21%	18%	-4%	-1%	4%
BLM inh	-1%	-8%	-3%	-12%	-7%	1%	-1%	-2%&-2%	3%	1%
TRHR agonist	0.6	0.3	-0.1	0.5	0.2	nt	-1.3	-0.2&0.5	-0.3	-0.3
Anesthetic bind	1%	-5%	2%	-6%	10%	-4%	-6%	-17%&-8%	-12%	?
Pol beta inh	9%	0%	28%	0%	-10%	nt	41%	5%&26%	3%	-2%
ERG Ets-DNA blk	nt	2%	-5%	12%	nt	nt	-2%	2%&2%	8%	-10%
ALOX12 inh	?	-6%	-2%	26%	-11%	nt	0%	-2%&-29%	-3%	20%
POLK inh	-15%	-11%	-2%	2%	nt	-12%	-23%	1%&9%	-4%	-5%

# Whole records from above.
# Results for Cc1ccc(S(=O)(=O)N2CCN(C(=O)C3CCCO3)CC2)cc1 (stereo not drawn) : POLI inh = 10%; APEX1 inh = 1%; BLM inh = -3%; TRHR agonist = -0.1; Anesthetic bind = 2%; Pol beta inh = 28%; ERG Ets-DNA blk = -5%; ALOX12 inh = -2%; POLK inh = -2%
# Results for S=c1[nH]nc(-c2ccncc2)n1/N=C/c1cccc2ccccc12 : POLI inh = nt; APEX1 inh = 2%; BLM inh = -7%; TRHR agonist = 0.2; Anesthetic bind = 10%; Pol beta inh = -10%; ERG Ets-DNA blk = nt; ALOX12 inh = -11%; POLK inh = nt
# Results for COc1ccc(C(=O)NN=C(Cc2ccccc2)Cc2ccccc2)cc1OC : POLI inh = -1%; APEX1 inh = 4%; BLM inh = 1%; TRHR agonist = -0.3; Anesthetic bind = ?; Pol beta inh = -2%; ERG Ets-DNA blk = -10%; ALOX12 inh = 20%; POLK inh = -5%

# Next section
[25] COc1cccc(NC(=O)C2CCCN2C(=O)OCc2ccccc2)c1 (stereo not drawn)
[26] Cc1ccc(C(=O)Nc2ccccc2[N+](=O)[O-])cc1S(=O)(=O)N1CCOCC1
[27] CN(C)c1ccc(NC(=S)NC(=O)/C=C/c2ccc(Cl)cc2)cc1
[28] O=C(N/C(=C/c1cccc([N+](=O)[O-])c1)C(=O)N1CCCCCC1)c1ccco1
[29] N[C@@H](Cn1c2c(c(=O)[nH]c1=O)CCC2)C(=O)O
[30] Cc1ccc(NC(=O)c2oc(=O)c3ccccc3c2-c2ccccc2)c(C)c1
[31] COc1ccc(-n2c(=S)[nH]c3cc(C(=O)NCc4cccnc4)ccc3c2=O)c(OC)c1
[32] CCN(CC)S(=O)(=O)c1ccc2nnn(O)c2c1
assay / entry	25	26	27	28	29	30	31	32
POLI inh	9%	38%[activator]	-6%	-2%	nt	1%	-3%	143%[activator]
APEX1 inh	1%	50%[activator][12.4 µM]	1%	39%	-3%	2%	34%	21%
BLM inh	-1%	0%	-4%	-2%	2%	2%	-1%	3%
TRHR agonist	0.6	-0.1	0.1	0.8	nt	-0.2	0.1	1.8
Anesthetic bind	4%	-15%	-5%	-19%	3%	-5%	-8%	-2%
Pol beta inh	21%	-1%	14%	-8%	nt	2%	-20%	26%
ERG Ets-DNA blk	-3%	8%	5%	0%	nt	7%	4%	13%
ALOX12 inh	4%	-27%	?	-3%	?	-9%	-21%	-16%
POLK inh	-21%	-7%	-4%	-4%	-12%[60.1 µM]	-2%	-20%	0%

[33] Cc1c(Cl)cccc1NC(=O)NCc1c(-n2cccc2)sc2c1CCCC2
[34] Cc1ccc(S(=O)(=O)Nc2ccccc2F)cc1C(=O)OC(C)C(=O)N1CCOCC1 (stereo not drawn)
[35] O=C(COC(=O)C1(c2ccc(Cl)cc2)CCCC1)NC1CCS(=O)(=O)C1 (stereo not drawn)
[36] Cc1nn(C(C)C(=O)NCc2cccs2)c(C)c1[N+](=O)[O-] (stereo not drawn)
[37] CC1(C)CC(=O)c2c(O)c(-c3ccccc3)c(=O)n(-c3ccccc3)c2C1
[38] CC(C)N1CCN(S(=O)(=O)c2ccccc2)CC1
[39] O=C(O)c1nn2c(c1Br)NC(c1ccccc1)CC2C(F)(F)F (stereo not drawn)
[40] CC(NC(=O)CN(c1ccc(F)cc1)S(C)(=O)=O)c1ccccc1 (stereo not drawn)
[41] CCOc1cc(/C=C2\COc3ccccc3C2=O)ccc1OCC(=O)N(C)C
assay / entry	33	34	35	36	37	38	39	40	41
POLI inh	53%[activator]	10%	-5%	23%	?	32%[activator]	-3%	64%[activator]	?
APEX1 inh	nt	4%	-1%	1%	4%	14%	-3%	-8%	-3%
BLM inh	-4%	nt	-2%	-1%	-9%	2%	0%	-2%	0%
TRHR agonist	-0.7	-0.5	-0.2	-0.7	0.4	0.5	-0.2	-0.1	0.0
Anesthetic bind	-13%	nt	-7%	-7%	-3%	1%	-6%	-2%	3%
Pol beta inh	4%	nt	44%	?	0%	9%	17%	25%	18%
ERG Ets-DNA blk	2%	-2%	4%	-10%	8%	13%	0%	0%	-3%
ALOX12 inh	-26%	-3%	-15%	6%	-7%	?	-5%	9%	-6%
POLK inh	-3%	-19%	-2%	4%	-3%	5%	-1%	-1%	-8%
